KOR beta-arrestin-1 = kappa opioid receptor activators – cell-based, luminescence, uHTS, primary screen (AID 1777); hit rate 0.02% among 280,000; KOR beta-arrestin recruitment, luminescence; higher % means a stronger effect; one-dose activation, % at 10 µM; EC50 in µM for titrated hits; in the data active = activation above about 50%, passing the limit was not always enough; note: a part of the inactive calls stands beside numbers as strong as those of hits
NOD2 inhibition = inhibition of NOD2-driven NF-kB reporter – cell-based, luminescence, uHTS, HEK293 (AID 1566) | HEK293 NOD2/NF-kB luciferase reporter, luminescence; higher % means a stronger effect | hit rate 0.63% among 290,000 | inhibition, % at 4 µM, or EC50 in µM where a hit was titrated; note: many of its hits are not listed in these tables
GPR35 antagonists = inhibition of zaprinast-stimulated GPR35 beta-arrestin translocation – imaging, U2OS, beta-arrestin-GFP, zaprinast agonist, primary screen (AID 2058); U2OS GPR35 beta-arrestin-GFP translocation imaging, zaprinast antagonism; higher % means a stronger effect; inhibition, % at 10 µM, or IC50 in µM where a hit was titrated; hit rate 0.052% among 290,000;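 active = inhibition of at least 50% with at least 30 cells and total cytoplasm GFP at most 10,000,000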
NOD1 NF-kB reporter = NOD1 signaling inhibitors, primary screen, cell-based, luminescence, uHTS (AID 1578); one-dose inhibition, % at 4 µM; EC50 in µM for titrated hits; hit rate 1% among 290,000; NOD1-driven NF-kB luciferase reporter cells, luminescence; higher % means a stronger effect; in the data active = inhibition mostly above about 36%, no sharp cut-off; inactive = mostly below about 34%;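 note: HEK-293T reporter cells stimulated with the NOD1 agonist gamma-tri-DAP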
GPR55 beta-arrestin = GPR55 agonists via beta-arrestin recruitment, primary screen, imaging, U2OS cells, beta-arrestin-GFP redistribution (AID 1961). one-dose activation, % at 10 µM; EC50 in µM for titrated hits. U2OS GPR55 beta-arrestin-GFP redistribution imaging; higher % means a stronger effect. hit rate 0.048% among 290,000;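 active = activation above 40% with more than 50 cells counted in the well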;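 note: U2OS osteosarcoma cells stably expressing GPR55 and beta-arrestin-GFP; plate controls were DMSO negative control for no effect and LPI positive control for full effect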
GPR55 LPI antagonism = inhibition of LPI-stimulated GPR55 beta-arrestin translocation – imaging, U2OS, beta-arrestin-GFP, LPI agonist, primary screen (AID 2013); U2OS GPR55 beta-arrestin-GFP translocation imaging, LPI antagonism; higher % means a stronger effect; one-dose inhibition, % at 10 µM; IC50 in µM for titrated hits; hit rate 0.13% among 290,000;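 active = spots per cell inhibited over 60%, with over 100 cells counted and total cytoplasm intensity under 500,000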;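 note: U2OS cells stably carrying GPR55 and arrestin-GFP stimulated by 5 µM LPI near EC80; imaged beta-arrestin-GFP aggregate spots per cell after agonist stimulation; plate controls were LPI-stimulated DMSO wells for no effect and DMSO wells without LPI for full effect; some results filed as inactive read as strong as hits; confirmed hits need IC50 under 10 µM and bright autofluorescent wells are also inconclusive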
KOR beta-arrestin-2 = kappa opioid receptor blockers – cell-based, luminescence, uHTS (AID 1778). KOR beta-arrestin recruitment, luminescence, antagonist mode; higher % means a stronger effect. hit rate 0.091% among 290,000. inhibition, % at 10 µM; hits with a dose series show IC50 in µM; note: strong numbers were not always called active
HIV fusion peptide = inhibitors of HIV fusion peptide binding, primary screen, biochemical, uHTS, fluorescence dequenching (AID 1986). one-dose inhibition, % at 20 µM; IC50 in µM for titrated hits. hit rate 0.3% among 290,000. cell-free peptide binding, fluorescence dequenching, 30 min; higher % means a stronger effect; in the data active = inhibition mostly above about 52%, no sharp cut-off; inactive = mostly below about 76%; note: some results filed as inactive read as strong as hits
Myeloid diff 2 = compounds promoting myeloid differentiation. ER-HoxA9 myeloid progenitors, lysozyme-GFP differentiation, flow cytometry. calls only at 10 µM. hit rate 1% among 360,000;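 active = normalized GFP-positive differentiation at or above the plate's own cutoff, the solvent-only control mean plus 3 SD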;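 note: cells exposed to compound for four days before flow analysis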
Myeloid diff 2 GFP+ MAC1+ % = also measured in Myeloid diff 2; calls as there; GFP+ MAC1+ double positive, %; measured here: differentiation confirmed by MAC1 staining
Starred values were filed as active, the others as inactive; i = inactive; . = not tested or not shown; + = active, no number; [ ] = dose if it differs, or a comment. Cut-off read from the data, not from the text of the source, unless noted: active = inhibition above about 50%; inactive = the rest. Not all compounds are listed (hit frequency here may not be typical).

#	SMILES	KOR beta-arrestin-1	NOD2 inhibition	GPR35 antagonists	NOD1 NF-kB reporter	GPR55 beta-arrestin	GPR55 LPI antagonism	KOR beta-arrestin-2	HIV fusion peptide	Myeloid diff 2	Myeloid diff 2 GFP+ MAC1+ %
1	CN(C)CCNC(=O)C12CC3(C)CC(C)(CC(C)(C3)C1)C2	-5.0%	8%	-9%	-14%	-0.1%	6%	11%	-4.1%	i	0.5
2	COc1cc(NC(=O)C2COc3ccccc3O2)c(OC)cc1Cl (stereo unspecified)	-5.0%	15%	-6%	5%	-0.2%	-1%	7%	12%	i	0.1
3	CSc1cccc(NC(=S)N2CCC(N(C)C(C)C)CC2)c1	-2.0%	16%	-9%	-1%	-0.7%	-23%	11%	-0.4%	i	0.1
4	Cc1ccc(CN2C(=O)CSc3ccc(C(=O)NC4CC4)cc32)cc1	-2.0%	8%	-2%	-18%	0.0%	-5%	8%	-0.6%	i	1.3
5	COc1ccc(Cc2nnc(SCc3ccc([N+](=O)[O-])cc3)o2)cc1	0.1%	57%*	-13%	-20%	-0.3%	5%	6%	-0.1%	.	.
6	COc1ccc(CC2(CO)CCN(Cc3cc4ccccc4o3)CC2)cc1	10%	11%	5%	1%	-0.3%	5%	-7%	-0.1%	i	0.2
7	O=C(CSc1cn(CCNC(=O)c2cccs2)c2ccccc12)NCc1ccccc1	2.5%	5%	14%	48%	-0.3%	-3%	-44%	-2.0%	i	2.8
8	CCC1(C)Cc2c(sc3nc(SCC(=O)c4ccccc4)[nH]c(=O)c23)CO1 (stereo unspecified)	1.4%	18%	-5%	-14%	-0.2%	4%	-29%	1.4%	i	0.1
9	Cn1cc(C(=O)c2cccc(Cl)c2)cc1/C=N\O	-1.2%	-10%	-3%	-34%	0.4%	-12%	-2%	-2.2%	.	.
10	Cc1nn(C(=O)c2cccnc2)c(C)c1C	-2.1%	9%	-3%	-18%	-0.2%	36%	24%	1.8%	i	1.0
11	CS(=O)(=O)N1CCC(C(=O)Nc2ccc(F)c(Cl)c2)CC1	0.7%	12%	-7%	-24%	-0.1%	-13%	2%[20 µM]	0.6%	i	0.3
12	CCOC(=O)c1cc2sccc2n1CCCN1C(=O)c2ccccc2C1=O	7.1%	12%	-7%	5%	-0.1%	8%	17%	-2.5%	i	4.0
13	CC(NC(=O)CN1CCC(C(N)=O)CC1)c1ccccc1 (stereo unspecified)	-2.9%	18%	-7%	10%	-0.3%	2%	-49%	1.2%	i	1.4
14	Cc1cc(C)n(CCCNC(=O)c2cc(COc3ccc(C)c(C)c3)on2)n1	4.6%	9%	-11%	-8%	-0.1%	7%	26%	2.6%	i	1.2
15	N#C/C(=C\c1c(N2CCC(C(N)=O)CC2)nc2ccccn2c1=O)S(=O)(=O)c1ccccc1	17%	5%	9%	-16%	-0.1%	7%	1%	0.5%	i	0.5

Pulled by compound from above, 3 records:
#	SMILES	KOR beta-arrestin-1	NOD2 inhibition	GPR35 antagonists	NOD1 NF-kB reporter	GPR55 beta-arrestin	GPR55 LPI antagonism	KOR beta-arrestin-2	HIV fusion peptide	Myeloid diff 2	Myeloid diff 2 GFP+ MAC1+ %
14	Cc1cc(C)n(CCCNC(=O)c2cc(COc3ccc(C)c(C)c3)on2)n1	4.6%	9%	-11%	-8%	-0.1%	7%	26%	2.6%	i	1.2
7	O=C(CSc1cn(CCNC(=O)c2cccs2)c2ccccc12)NCc1ccccc1	2.5%	5%	14%	48%	-0.3%	-3%	-44%	-2.0%	i	2.8
4	Cc1ccc(CN2C(=O)CSc3ccc(C(=O)NC4CC4)cc32)cc1	-2.0%	8%	-2%	-18%	0.0%	-5%	8%	-0.6%	i	1.3

More structures.
#	SMILES	KOR beta-arrestin-1	NOD2 inhibition	GPR35 antagonists	NOD1 NF-kB reporter	GPR55 beta-arrestin	GPR55 LPI antagonism	KOR beta-arrestin-2	HIV fusion peptide	Myeloid diff 2	Myeloid diff 2 GFP+ MAC1+ %
16	O=C(Nc1ccc(-n2cnnn2)cc1)c1cn2ccccc2n1	0.3%	-78%	5%	-13%	-0.1%	16%	18%	1.8%	i	0.1
17	COc1ccc(N(CC(=O)N2CCN(C)CC2)S(=O)(=O)c2cc(C)ccc2OC)cc1Cl	-1.3%	-6%	-15%	-23%	0.3%	-6%	7%	-0.8%	i	1.1
18	COc1ccccc1CCn1cc(C#N)c(=O)[nH]c1=O	-0.9%	7%	12%	8%	0.0%	-2%	4%	1.0%	i	0.6
19	Cc1c(S(=O)(=O)N2CCN(c3cccc(C(F)(F)F)c3)CC2)c(=O)n(C)c(=O)n1C	-4.1%	0%	-14%	5%	-0.1%	19%	-24%	4.8%	i	3.2
20	Cc1ccc(C(=O)NC(=S)/C=C2\N(C)c3ccccc3C2(C)C)cc1	-2.3%	10%	29%	15%	0.2%	16%	22%	9.1%	+	1.2*
21	O=[N+]([O-])c1ccc(Sc2cccc3cccnc23)cc1	-3.7%	-8%	18%	-32%	0.1%	-5%	8%	-0.4%	i	1.3
22	COc1cccc(NC(=O)CC2C(=O)NCCN2C(=S)Nc2ccc(F)cc2)c1 (stereo unspecified)	-1.2%	10%	1%	-23%	0.4%	3%	21%	-2.0%	i	1.0
23	Cc1cc(=O)[nH]c(SCC(=O)Nc2nonc2C)n1	-3.0%	-2%	-5%	-4%	-0.1%	10%	29%	0.7%	i	0.3
24	Cc1cccc(CCNS(=O)(=O)c2ccc3c(c2)NC(=O)CS3)c1	2.5%	10%	14%	33%	0.3%	-8%	-33%	-1.4%	i	1.2
25	N#Cc1ccccc1NC(=O)CSc1nccn1CCc1ccccc1	-0.4%	-45%	3%	-30%	-0.1%	-5%	8%	1.1%	i	7.8
26	c1csc(-c2nn3c(-c4ccncc4)nnc3s2)c1	-3.4%	12%	-1%	-1%	-0.2%	2%	6%	3.6%	.	.
27	c1ccc(OCC2CCNCC2)nc1	3.6%	-11%	5%	-23%	-0.2%	-11%	-2%	-1.7%	i	0.8
28	CCOc1ccc(CCNC(=O)c2ccc(CS(=O)Cc3ccc(Cl)cc3)o2)cc1 (stereo unspecified)	-1.8%	14%	10%	-11%	-0.1%	4%	8%	-0.6%	i	2.2
29	O=C(CSc1ccc(-c2ccc(F)cc2)nn1)N1CCCc2ccccc21	2.0%	11%	-1%	19%	0.1%	3%	1%	-1.3%	i	1.0
30	Cc1ccc(NC(=O)/C(=C/c2cccs2)NC(=O)c2ccco2)cc1	0.2%	0%	-7%	-29%	-0.5%	5%	8%	-2.1%	i	0.5
31	C(=N\Nc1nc(Nc2ccccc2)nc(N2CCOCC2)n1)/c1c[nH]c2ccccc12	2.1%	-52%	-6%	41%	0.0%	28%	-37%	0.1%	.	.
32	COCCCNC(=S)Nc1ccc2nc3n(c(=O)c2c1)CCCCC3	-0.2%	18%	0%	-38%	0.3%	11%	15%	-0.2%	i	0.5
33	Cc1ccc(NC(=O)COC(=O)c2sccc2C)cc1S(=O)(=O)N1CCOCC1	-3.2%	-6%	23%	8%	0.6%	2%	2%	-0.9%	i	0.1
34	CCCCc1c(C)c2ccc(OC)c(/C(C)=N\O)c2oc1=O	-4.8%	-13%	-3%	0%	-0.1%	10%	27%	-0.7%	i	0.2
35	COc1ccc(C2Nc3ccccc3C(=O)N2NC(C)=O)cc1OC (stereo unspecified)	-2.4%	17%	-8%	-12%	0.0%	-1%	-5%	-1.9%	i	0.5
36	CCCCOC(=O)C1=C(N)N2C(=O)C(C)SC2=C(C(=O)OCC)C1c1ccc(O)c(OC)c1 (stereo unspecified)	6.7%	3%	-13%	-10%	-0.1%	2%	12%	-1.3%	i	0.6
37	COc1ccc(/C=N\NS(=O)(=O)c2ccc(Cl)cc2)cc1COc1ccccc1[N+](=O)[O-]	0.9%	4%	-9%	-30%	1.0%	2%	-13%	0.1%	i	0.5
38	CCOc1ccc(CCNC(=O)CN2C(=O)CCSc3ccccc32)cc1OCC	1.1%	15%	-13%	-5%	-0.3%	9%	9%	-0.8%	i	0.3
39	COc1ccc(/C=N/NC(=O)Nc2cccc3nsnc23)cc1	12%	-49%	2%	14%	-0.3%	4%	-2%	-2.0%	i	0.5
40	Cc1ccc2nc(N3CCN(Cc4ccc(F)cc4)C3=O)c(C)cc2c1	4.3%	6%	19%	-19%	0.0%	18%	6%	3.0%	i	0.8
41	COc1ccc(Cl)cc1N(CC(=O)N1CCN(Cc2ccccc2)CC1)S(C)(=O)=O	-2.2%	12%	11%	0%	-0.3%	-8%	24%	5.2%	i	0.5
42	CCOc1ccccc1C1C(C(N)=O)=C(C)Nc2nc(-c3ccc(OC)cc3)nn21 (stereo unspecified)	3.8%	-4%	-2%	3%	-0.1%	-7%	0%	0.1%	i	0.6
43	COc1nc(-c2ccccc2)nnc1-c1ccccc1	-0.2%	-126%	12%	-48%	0.2%	-1%	12%[20 µM]	1.2%	i	0.1
44	O=C(O)CC1=C(O)C(=O)N(c2ccccc2)C1c1ccccc1 (stereo unspecified)	1.0%	-4%	4%	10%	-0.1%	11%	-41%	0.6%	i	1.1
45	CN(Cc1ccccc1)C(=O)c1ccccc1NC(=O)c1ccccc1	4.0%	-17%	-15%	-21%	-0.1%	15%	-16%	-3.1%	i	1.5
46	C#CCNC(=O)C1=C[C@H](c2csc3ccccc23)[C@@H](CCCO)[C@H](OCC)O1	-1.6%	15%	-8%	-26%	0.1%	15%	-27%	-0.4%	i	1.7
47	CCc1ccc(C(=O)NNC(=O)c2cc(S(=O)(=O)N(C)C)ccc2N2CCCC2)cc1	-5.3%	0%	16%	-28%	-0.1%	17%	8%	1.7%	i	1.8
48	CN1CCN(CC2(O)CCN(S(=O)(=O)c3ccc(Cl)cc3)CC2)CC1	-3.1%	-5%	-14%	-22%	-0.4%	8%	-14%	0.8%	i	0.3
49	Cc1cccc(CC2SC(N)=NC2=O)c1 (stereo unspecified)	2.5%	2%	9%	-35%	1.6%	13%	-22%	3.0%	i	0.1

Limited to HIV fusion peptide, GPR55 LPI antagonism and Myeloid diff 2 GFP+ MAC1+ %, for some of the entries so far:
| entry | SMILES | HIV fusion peptide | GPR55 LPI antagonism | Myeloid diff 2 GFP+ MAC1+ % |
| --- | --- | --- | --- | --- |
| 48 | CN1CCN(CC2(O)CCN(S(=O)(=O)c3ccc(Cl)cc3)CC2)CC1 | 0.8% | 8% | 0.3 |
| 49 | Cc1cccc(CC2SC(N)=NC2=O)c1 (stereo unspecified) | 3.0% | 13% | 0.1 |

Source: PubChem BioAssay
